# Bioassay records from PubChem BioAssay.
# Bim-Bfl-1 – disrupts Bim binding to human Bfl-1 | Bead-based flow cytometry, Bim-Bfl-1 binding inhibition | inhibition, % at 10 µM | 190,000 compounds, 0.12% hits | Q16548 | AID 1008;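 also: 0% = wells without compound plus tracer and 100% = blocker peptide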
# RGS7-Gao reg – regulators of human RGS7-Galphao interaction | P09471 | Multiplexed bead flow cytometry, RGS7-Galphao binding; actives lie on both sides | binding response (% of control), % at 10 µM | 220,000 compounds, 0.35% hits | AID 1439; in the data active = binding response below about 49% or above about 150%; inconclusive = no clear call, values can overlap the other calls; inactive = in between;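 also: fluorescent Galphao held in activated GDP-AlF4 state binding bead-coupled RGS7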
# Bim-Bcl-B – inhibitors of Bim-Bcl-B interaction, human. Q9HD36. bead-based flow cytometry, Bim peptide-Bcl-B binding. inhibition, % at 10 µM. 190,000 compounds, 0.073% hits. AID 951;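 also: 0% = tracer peptide without compound and 100% = reference inhibitor peptide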
# Target sequence (Q9HD36 whole entry, looked up): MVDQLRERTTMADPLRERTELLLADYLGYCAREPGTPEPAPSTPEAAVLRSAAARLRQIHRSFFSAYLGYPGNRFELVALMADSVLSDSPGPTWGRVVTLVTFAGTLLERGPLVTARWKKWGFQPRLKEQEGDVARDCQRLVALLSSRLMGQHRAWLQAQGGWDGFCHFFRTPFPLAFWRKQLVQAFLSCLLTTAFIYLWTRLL
# Bcl-W Bim block – disrupts Bim peptide binding to human Bcl-W; Q92843; inhibition, % at 10 µM; 190,000 compounds, 0.02% hits; bead-based flow cytometry; AID 952;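 also: 0% = bound tracer without compound and 100% = peptide blocker; higher means less fluorescent Bim peptide bound to Bcl-W beads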
# Target sequence (Q92843 whole entry, looked up): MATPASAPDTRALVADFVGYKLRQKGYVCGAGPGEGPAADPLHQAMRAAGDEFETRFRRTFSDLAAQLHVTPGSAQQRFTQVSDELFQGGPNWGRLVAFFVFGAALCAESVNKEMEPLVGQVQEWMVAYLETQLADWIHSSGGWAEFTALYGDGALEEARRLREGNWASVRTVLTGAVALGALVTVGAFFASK
# ABCG2 inh – blocks JC-1 efflux by human ABCG2 transporter; IgMXP3 cells, flow cytometry; 190,000 compounds, 0.1% hits; Q9UNQ0; inhibition, % at 6.6 µM;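 active = inhibition above 80%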;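 also: 0% = DMSO and 100% = nicardipine control wells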
#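 Incubation: cells with compound and JC-1, 10 min at 25 °C, rotating, no wash / Test system: IgMXP3 (ABCG2) plus far-red-tagged CCRF-Adr (ABCB1) cells / Compound dosing: one concentration, 6.6 µM final / Also added: JC-1 fluorescent substrate / Evaluation: efflux inhibition in percent versus controls / Detection: flow cytometry, 530 nm JC-1 signal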
# RGS8-Gao – modulates binding of RGS8 to human Galphao; multiplexed bead flow cytometry; actives lie on both sides; 220,000 compounds, 0.34% hits; AID 1423; P09471; response (percent of control binding), % at 10 µM; in the data active = response below about 60% or above about 140%; inactive = in between;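 also: Galphao activated as the GDP aluminium fluoride complex binding bead-coupled RGS8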
# Bim-Mcl-1 – inhibitors of Bim-Mcl-1 interaction, human | Q07820 | Bead-based flow cytometry, Bim peptide-Mcl-1 binding | inhibition, % at 10 µM | 190,000 compounds, 0.1% hits;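 also: 0% = no compound tracer wells and 100% = peptide blocker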
# Target sequence (Q07820 whole entry, looked up): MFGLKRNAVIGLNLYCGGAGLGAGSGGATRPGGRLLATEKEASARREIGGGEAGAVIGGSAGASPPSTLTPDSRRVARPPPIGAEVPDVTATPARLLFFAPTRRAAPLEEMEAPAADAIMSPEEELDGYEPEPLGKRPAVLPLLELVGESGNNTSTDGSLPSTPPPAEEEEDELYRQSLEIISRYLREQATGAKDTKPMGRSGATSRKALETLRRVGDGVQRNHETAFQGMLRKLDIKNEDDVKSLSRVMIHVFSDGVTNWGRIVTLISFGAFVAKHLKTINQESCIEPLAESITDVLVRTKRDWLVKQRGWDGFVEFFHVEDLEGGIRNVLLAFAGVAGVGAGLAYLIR
# Bim-Bcl-2 – human Bim-Bcl-2 interaction inhibition; Bead-based flow cytometry, Bim peptide-Bcl-2 binding; P10415; 190,000 compounds, 0.06% hits; inhibition, % at 10 µM; in the data active = inhibition above about 40%; inconclusive = no clear call, values can overlap the other calls;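 also: 0% = no compound wells with probe peptide and 100% = reference peptide inhibitor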
# Target sequence (P10415 whole entry, looked up): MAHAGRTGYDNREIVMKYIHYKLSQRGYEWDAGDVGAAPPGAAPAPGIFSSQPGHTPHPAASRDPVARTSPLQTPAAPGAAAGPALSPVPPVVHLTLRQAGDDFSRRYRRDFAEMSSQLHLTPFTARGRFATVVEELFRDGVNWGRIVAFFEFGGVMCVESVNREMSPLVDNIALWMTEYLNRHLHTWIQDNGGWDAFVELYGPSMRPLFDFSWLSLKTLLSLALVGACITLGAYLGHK
# Bim-Bcl-XL – disrupts Bim peptide binding to human Bcl-XL; Q07817; bead flow cytometry, fluorescence; inhibition, % at 10 µM; 190,000 compounds, 0.04% hits
# RGS4-Gao reg – human RGS4-Galphao interaction regulation; P09471; Multiplexed bead flow cytometry, RGS4-Galphao binding; actives lie on both sides; binding response (% of control), % at 10 µM; 220,000 compounds, 0.33% hits; in the data active = binding response below about 49% or above about 150%; inactive = in between;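 also: fluorescent Galphao activated with aluminum fluoride binding bead-coupled RGS4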
# ABCB1 block – inhibitors of human ABCB1 transporter, ABCG2 counter-screen; AID 1326; 190,000 compounds, 0.067% hits; CCRF-Adr cells, JC-1 efflux, flow cytometry; inhibition, % at 6.6 µM; P08183; in the data active = inhibition above about 40%;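 also: 0% = vehicle and 100% = reference inhibitor; higher value means more JC-1 retained so stronger ABCB1 efflux block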
# An asterisk follows results filed as active; ? = inconclusive; [ ] = dose if it differs, or a comment. Rule as the data show it, unless noted: active = inhibition above about 40%. The order is random (roughly 0.94% active in at least one column).
SMILES,Bim-Bfl-1,RGS7-Gao reg,Bim-Bcl-B,Bcl-W Bim block,ABCG2 inh,RGS8-Gao,Bim-Mcl-1,Bim-Bcl-2,Bim-Bcl-XL,RGS4-Gao reg,ABCB1 block
Cn1c(=O)[nH]c(=O)c2[nH]c(N(Cc3ccccc3)Cc3ccccc3)nc21,-11,103,-7,-4,-3,104,0,-6,-13,101,-3.0
Cc1ccc(NC(=S)N(CCN(C)C)Cc2cccs2)cc1C,7,?,3,0,0,99,0,5,2,100,0.3
CCN(CCCNC(=O)c1c(C)cc(=O)oc1C)c1cccc(C)c1,-15,116,-12,0,6,99,-3,-6,-4,102,1.4
CCOC(=O)Cn1c(C(C)=O)nc2ccccc21,-10,100,-11,-8,0,97,-4,-6,-9,106,0.2
Cc1ccc(C(=O)Nc2ccc(Cl)cc2C)c(Cl)c1,2,97,0,-4,15,102,-4,-3,-4,104,1.1
Cc1cc(=O)oc2cc(NC(=O)CCC(=O)O)ccc12,-4,101,0,0,-1,105,-2,-3,0,101,-0.1
COc1ccc(S(=O)(=O)N2N=C(C)Oc3ccccc3C2=O)cc1,-1,101,-1,-2,0,100,0,0,-1,103,0.1
O=C(Cn1nnc(-c2cccs2)n1)N1c2ccccc2Sc2ccc(C(F)(F)F)cc21,-2,101,-4,-3,1,100,-1,-1,-7,99,-0.1
Cc1c(-c2ccco2)[n+](=O)c2c(n1[O-])CCCCC2,-17,97,-5,-2,2,101,1,-6,-7,98,0.5
COc1ccccc1C(=O)OCC(=O)NC(=O)NCc1ccccc1,0,103,0,-4,8,105,-8,-4,-3,104,1.0
Cc1ccc(-n2nnc3c(=O)n(Cc4cccc(C)c4)cnc32)cc1,-8,100,-3,0,0,100,0,-6,-4,99,0.1
O=C(Nc1ccc(N2CCCC2=O)cc1)c1cccc(F)c1,-16,101,-3,0,4,100,2,-7,-3,98,0.2
COc1ccc(C2Nc3ccccc3C(=O)N2NC(=O)c2ccccc2)cc1OC (stereo not drawn),-3,98,-1,-2,0,100,-1,-3,-1,96,0.0
Cc1ccc(NC(=O)C2CC2C)c(Cl)c1 (stereo not drawn),-5,?,-5,0,2,101,-2,-3,-5,98,0.0
Cc1cnn(-c2ccc3nnc(-c4ccc(Cl)cc4)n3n2)c1,1,98,1,0,0,100,1,2,2,95,-0.2
C[C@H]1COC2=C1C(=O)C(=O)c1c2ccc2c1CCCC2(C)C,4,93,-6,3,2,96,3,4,3,97,-0.8
COc1ccc(NC(=O)CSc2nc3c(c(=O)[nH]2)CCC3)cc1OC,-1,92,0,0,0,99,0,0,-1,90,0.0
COc1cc2c(cc1OC)CN(c1nc(CN3CCCC3)nc3sc(C)c(C)c13)CC2,5,105,16,-1,1,102,-7,2,0,105,2.1
COc1cccc(NC(=O)CSc2nnc(CNC(=O)c3ccccc3)n2C)c1,-19,98,-8,-1,1,100,-3,-10,-3,97,0.1
O=C(NCCCCCNC(=O)c1ccco1)c1ccco1,-17,100,-11,0,-4,103,-2,-6,-9,100,4.5

# Copied from the list.
# For Bim-Mcl-1, C[C@H]1COC2=C1C(=O)C(=O)c1c2ccc2c1CCCC2(C)C reads 3
# For Bim-Bfl-1, Cc1cc(=O)oc2cc(NC(=O)CCC(=O)O)ccc12 reads -4

# Returning to the listing with the two entries that preceded the break.
SMILES,Bim-Bfl-1,RGS7-Gao reg,Bim-Bcl-B,Bcl-W Bim block,ABCG2 inh,RGS8-Gao,Bim-Mcl-1,Bim-Bcl-2,Bim-Bcl-XL,RGS4-Gao reg,ABCB1 block
COc1cccc(NC(=O)CSc2nnc(CNC(=O)c3ccccc3)n2C)c1,-19,98,-8,-1,1,100,-3,-10,-3,97,0.1
O=C(NCCCCCNC(=O)c1ccco1)c1ccco1,-17,100,-11,0,-4,103,-2,-6,-9,100,4.5
COc1cc(S(=O)(=O)N2CCOCC2)ccc1NC(=O)COC(=O)COc1ccccc1,-4,?,-5,-2,3,104,-2,-1,-2,108,0.1
Cc1ccc2nc(N(CCN(C)C)C(=O)c3cc(Cl)sc3Cl)sc2c1,33,98,21,26,4,82,29,21,37,101,1.5
CCn1c(SCC(=O)Nc2cc(C(C)(C)C)nn2-c2ccccc2)nnc1-c1cccs1,-6,185*[activator],-12,-8,-2,96,-4,-3,-13,110,0.2
O=C(O)C1C2C=CC(C2)C1C(=O)OC1CC2CCC1C2 (stereo not drawn),-9,104,-6,1,0,102,2,-4,-2,103,0.0
CC(Oc1ccc(Br)cc1)C(=O)Nc1ccncc1 (stereo not drawn),4,108,2,-5,-3,100,-5,2,-5,104,-0.5
O=C1CC(Cc2ccc(Cl)cc2)C(=O)N1c1ccncc1 (stereo not drawn),5,101,2,3,0,101,2,17,5,99,-0.2
O=C(O)CCC(=O)Nc1ccc(C(=O)N2CCCCC2)cc1,-5,101,-2,0,1,102,-6,-5,-4,99,0.6
COC(=O)c1ccc(NC(=O)C2CCCN2S(=O)(=O)c2ccc(OC)cc2)cc1 (stereo not drawn),2,99,-6,0,8,104,3,21,3,105,2.4
Cc1ccc(C)c(N(C(=O)Cc2cccs2)C(C(=O)NC2CCCC2)c2ccc(C)o2)c1 (stereo not drawn),-12,104,-9,2,5,103,-3,-10,5,105,2.6
Cc1cc(C)c(S(C)(=O)=O)c(Oc2cccc(Cl)c2)n1,-12,104,-8,-2,-1,102,-1,-7,-13,107,-2.2
CCC(=O)Nc1cccc(NC(=S)NC(=O)c2ccccc2C)c1,0,102,-3,0,0,102,0,0,0,102,-0.4
CCOC(=O)C1CCN(C(=O)C2CCN(S(=O)(=O)c3c(C)noc3C)CC2)CC1,-8,100,-3,5,1,99,4,0,-3,101,0.3
Cc1ncoc1C(=O)Nc1ccc2c(c1)OCCO2,-20,97,-9,-1,38,99,-5,-11,-10,97,3.0
COc1ccc(Nc2nc(-c3sc(N)nc3C)cs2)cc1,-9,97,-8,1,5,98,-2,-8,-2,96,0.5
Clc1cccc(/C(Cc2nc3ccccc3[nH]2)=N\Nc2ccccc2)c1,0,105,-7,-3,-4,104,-2,-3,-7,100,-0.8
C#CCNC(=O)C1=C[C@@H](C2CCCCC2)C[C@@H](OCCCCO)O1,4,99,5,-6,5,100,0,1,-1,98,0.2
COc1ccc(S(=O)(=O)NCc2ccco2)cc1N(C)S(=O)(=O)c1ccccc1,-5,99,-4,2,1,102,0,-4,-5,102,0.6
Cc1ccc(C(=O)N2CCc3ccccc32)o1,-3,101,-8,-6,-3,99,-6,-4,-8,103,0.0
CCOP(=O)(OCC)C(NC(=O)Nc1ccc(Cl)cc1)c1ccccc1 (stereo not drawn),-9,99,-9,-4,43,102,-4,-6,-6,97,14
COc1cccc(C(=O)CSc2nnc(-c3cc(OC)cc(OC)c3)o2)c1,-1,100,-1,-3,25,102,-2,2,0,102,-0.7

# Entries of single compounds as entered above.
# `COc1cc(S(=O)(=O)N2CCOCC2)ccc1NC(=O)COC(=O)COc1ccccc1` reads Bim-Bfl-1: -4; RGS7-Gao reg: ?; Bim-Bcl-B: -5; Bcl-W Bim block: -2; ABCG2 inh: 3; RGS8-Gao: 104; Bim-Mcl-1: -2; Bim-Bcl-2: -1; Bim-Bcl-XL: -2; RGS4-Gao reg: 108; ABCB1 block: 0.1
# `C#CCNC(=O)C1=C[C@@H](C2CCCCC2)C[C@@H](OCCCCO)O1` reads Bim-Bfl-1: 4; RGS7-Gao reg: 99; Bim-Bcl-B: 5; Bcl-W Bim block: -6; ABCG2 inh: 5; RGS8-Gao: 100; Bim-Mcl-1: 0; Bim-Bcl-2: 1; Bim-Bcl-XL: -1; RGS4-Gao reg: 98; ABCB1 block: 0.2
# `Cc1ccc(C)c(N(C(=O)Cc2cccs2)C(C(=O)NC2CCCC2)c2ccc(C)o2)c1` (stereo not drawn) reads Bim-Bfl-1: -12; RGS7-Gao reg: 104; Bim-Bcl-B: -9; Bcl-W Bim block: 2; ABCG2 inh: 5; RGS8-Gao: 103; Bim-Mcl-1: -3; Bim-Bcl-2: -10; Bim-Bcl-XL: 5; RGS4-Gao reg: 105; ABCB1 block: 2.6

# Carrying on:
SMILES,Bim-Bfl-1,RGS7-Gao reg,Bim-Bcl-B,Bcl-W Bim block,ABCG2 inh,RGS8-Gao,Bim-Mcl-1,Bim-Bcl-2,Bim-Bcl-XL,RGS4-Gao reg,ABCB1 block
COc1ccc(NC(=O)Nc2ccc(F)cc2F)c(C)c1,-1,100,0,-3,3,102,-1,0,-3,98,0.5
COc1ccccc1-c1nc(C#N)c(N2CCN(C(c3ccccc3)c3ccccc3)CC2)o1,-10,102,-4,3,2,102,1,-4,-2,102,0.6
O=C(O)CCCn1cc(NC(=O)c2ccc(F)cc2)cn1,-5,104,-5,1,3,103,0,-3,-2,103,0.2
COc1ccccc1N1CCN(c2nc(C)nc3c2oc2ccccc23)CC1,-13,100,-8,3,13,104,-2,-7,-2,101,5.5
C#CCn1c(=NC(=O)c2sc3ccccc3c2Cl)sc2cc(S(N)(=O)=O)ccc21,0,103,-3,-4,-6,104,-4,0,-5,102,-0.9
Cn1c(C(=O)NC2CCCCC2)cc2sccc21,-8,103,-8,0,8,104,0,-8,0,108,1.2
O=C(NCc1ccc2c(c1)OCO2)c1nn(-c2ccccc2)c(=O)c2ccccc12,-2,106,-4,-3,4,107,-4,-7,-6,102,1.6
O=C(Nc1ccc(S(=O)(=O)Nc2nccs2)cc1)c1ccc(N2C(=O)c3ccccc3C2=O)cc1,-4,?,1,1,-1,99,-2,-1,0,94,-1.0
COc1ccc(-c2[nH]nc3oc(=O)c(CCO)c(C)c23)cc1,-4,103,-2,-1,12,104,-2,-1,0,100,1.6
O=C(Cc1ccccc1)Nc1nc(-c2cccs2)cs1,-2,94,9,2,3,103,4,1,1,104,0.4
O=C(N/N=C/c1ccc(OC(=O)c2ccco2)cc1)c1ccccn1,-4,99,4,-3,2,102,-3,0,0,104,0.5
CCc1nnc(/N=C/c2c(O)n(-c3ccc(Cl)cn3)c(=O)c3ccccc23)s1,1,101,2,-1,17,106,4,3,-6,102,-0.2
COc1ccccc1/C=C(/CC(=O)NCc1ccc2c(c1)OCO2)c1nc2ccccc2s1,-1,99,-3,-3,74,97,-3,0,-3,105,9.2
CCC1=[N+](C)c2cccc3cccc(c23)N1C,0,92,-7,0,5,93,1,-3,0,90,-1.4
c1ccc2sc(NC3=NCN(CCN4CCOCC4)CN3)nc2c1,-6,96,-2,-1,33,100,0,-2,2,100,1.8
Cc1ccnc(NC(=O)c2ccccc2NC(=O)C(C)(C)C)c1,0,97,-4,-2,1,99,-2,-4,-4,93,0.1
